# ADAM10 inh: inhibitors of human ADAM10; inhibition, % at 7 µM; hit rate 0.62% among 370,000; recombinant ADAM10, EDANS/DABCYL FRET peptide cleavage, 3 h; AID 720582;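 active = inhibition above a per-campaign cutoff equal to the mean of compounds falling between control-based bounds plus 3 SD, cut at about 20% in these data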;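 also: 0% = DMSO wells while the 100% control is not disclosed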
# Target sequence (O14672 214-748 limits assumed): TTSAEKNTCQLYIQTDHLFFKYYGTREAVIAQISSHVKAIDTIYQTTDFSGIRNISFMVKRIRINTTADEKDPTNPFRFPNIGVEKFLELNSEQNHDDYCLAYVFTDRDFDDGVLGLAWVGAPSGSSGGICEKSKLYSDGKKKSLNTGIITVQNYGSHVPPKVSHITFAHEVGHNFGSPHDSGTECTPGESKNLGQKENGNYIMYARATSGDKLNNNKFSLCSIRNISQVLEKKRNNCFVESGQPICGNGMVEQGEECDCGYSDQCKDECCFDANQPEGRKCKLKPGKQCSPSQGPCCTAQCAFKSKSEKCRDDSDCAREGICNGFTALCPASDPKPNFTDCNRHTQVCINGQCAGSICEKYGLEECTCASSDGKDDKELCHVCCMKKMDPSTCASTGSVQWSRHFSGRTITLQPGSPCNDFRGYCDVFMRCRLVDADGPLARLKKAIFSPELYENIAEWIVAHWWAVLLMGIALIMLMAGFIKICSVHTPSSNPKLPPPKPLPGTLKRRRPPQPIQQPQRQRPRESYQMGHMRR
# DAX1 inh-1: blocks DAX1 repression of SF-1 activated StAR promoter. HEK293T StAR-luciferase reporter, SF-1/DAX-1 repression relief. inhibition, % at 6.8 µM. hit rate 1.1% among 370,000. AID 652010;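 active = inhibition above the mean over all tested compounds plus 3 SD, cut at about 3.6% in these data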;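 also: 0% = DAX-1 cells with DMSO and 100% = cells lacking DAX-1 with DMSO; higher inhibition means more luminescence from relief of DAX-1 repression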
# DAX1 inh-2: NR0B1 (DAX1) inhibition. P51843. HEK293 Gal4-DAX1 luciferase reporter, luminescence. inhibition, % at 6.75 µM. hit rate 0.99% among 340,000. AID 504766;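 active = inhibition above the mean over all tested compounds plus 3 SD, cut at about 4.2% in these data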;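 also: 0% = DAX1-transfected cells with DMSO and 100% = empty-vector control cells with DMSO; inhibition shows as a rise in luminescence from relieved DAX1 repression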
# Target sequence (P51843 207-470 limits assumed): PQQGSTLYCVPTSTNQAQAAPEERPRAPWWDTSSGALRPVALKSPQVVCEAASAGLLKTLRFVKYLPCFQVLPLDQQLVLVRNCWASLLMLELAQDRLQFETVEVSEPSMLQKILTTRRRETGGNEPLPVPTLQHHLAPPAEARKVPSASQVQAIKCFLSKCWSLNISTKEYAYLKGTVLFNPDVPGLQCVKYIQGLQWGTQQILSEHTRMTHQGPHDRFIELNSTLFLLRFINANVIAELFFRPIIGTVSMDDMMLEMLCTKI
# GC-B act: GC-B (human) receptor activation; hit rate 0.11% among 370,000; HEK293-GC-B cells, CNP EC30, cGMP TR-FRET; 0% at EC30 CNP, 100% saturating CNP; activation, % at 10 µM; AID 1920062;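 active = activation at 10 µM reaching about 35% in either raw or pattern-adjusted values, limit read from the data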
# GC-A act: GC-A (human) enzyme activation | hit rate 0.14% among 370,000 | activation, % at 10 µM | P16066 | HEK293 GC-A cells, cGMP TR-FRET, EC30 ANP; 0% at EC30 ANP, 100% saturating ANP | AID 1671463; in the data active = activation above about 40%
# ssDAF12 agonist: S. stercoralis DAF-12 activation, primary screen; HEK293 ssDAF-12/GRIP1 lit1-tk-luc reporter, luminescence; % of 3 µM dafachronic acid response; activation, % at 6.8 µM; hit rate 1% among 370,000; AID 652126;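 active = activation above the mean over all tested compounds plus 3 SD, cut at about 0.9% in these data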;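 also: 0% = DMSO-only wells and 100% = 3 µM delta7-dafachronic acid wells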
# SMARCA2 activ: increases SMARCA2 function in MMTV reporter cells; MG213 cells, MMTV-luciferase reporter, dexamethasone, overnight; activation, % at 9.1 µM; hit rate 1% among 370,000; in the data active = activation above about 7.8%;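 also: 0% = vehicle wells and 100% = reference activator wells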
# hgDAF12 agonist: activates the H. glycines DAF-12 receptor ligand-binding domain; HEK293 GAL4-hgDAF12 UAS-luciferase reporter, agonist luminescence; normalized to butyrate control; hit rate 1.8% among 370,000; activation, % at 6.8 µM;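 active = activation above a cutoff set at the mean of all screened compounds plus 3 SD, cut at about 10% in these data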;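 also: 0% = DMSO wells and 100% = sodium butyrate wells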
# hcDAF12 agonist: H. contortus DAF-12 activation, primary screen | HEK293 hcDAF-12 lit1-tk-luc reporter, luminescence; 0% DMSO, 100% Δ7-dafachronic acid | activation, % at 6.8 µM | hit rate 1.4% among 370,000;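 active = activation above the mean of all tested compounds plus 3 SD, cut at about 5.5% in these data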;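 also: 100% = response to 3 µM Δ7-dafachronic acid high control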
# HGIII-sPLA2 inh: Inhibits HGIII-sPLA2 liposome hydrolysis, primary screen; AID 743126; inhibition, % at 12.2 µM; Q9NZ20; QFRET BODIPY PC-A2 liposome hydrolysis, fluorescence; hit rate 0.56% among 370,000;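 active = inhibition above mean plus 3 SD of compounds lying within the high and low control bounds, cut at about 19% in these data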;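 also: 0% = median of test compound wells and 100% = no enzyme DMSO wells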
# FXN GAA850 act: activators of GAA850 frataxin (FXN) promoter. hit rate 0.56% among 360,000. activation, % at 6 µM. AID 540364. HEK293 lucGAA850 FXN promoter luciferase reporter, 24 h; percent of 10 µM SAHA response;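 active = activation above the average of all compounds screened plus 3 SD, cutoff fixed separately per campaign, cut at about 7.5% in these data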;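 also: 0% = DMSO wells and 100% = 10 µM SAHA wells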
# * = called active by the depositor; i = inactive; . = no result given; & = joins results of further samples.
Compound	ssDAF12 agonist	GC-A act	SMARCA2 activ	DAX1 inh-1	ADAM10 inh	FXN GAA850 act	hcDAF12 agonist	DAX1 inh-2	GC-B act	hgDAF12 agonist	HGIII-sPLA2 inh
O=C(O)C1=C(C(=O)O)C2C=CC1C2	-0.5	0	3	0.1	-16	1.7	0.3	-0.7	2	-2.0	14
O=C(NCCCN1CCCC1=O)NC1CCCCC1	-0.7	2	-3	1.3	0	-0.6	-1.4	-0.5	2	0.9	5
O=C(Nc1cccnc1)c1cc(-c2ccco2)on1	-1.5	1	2	0.2	-1	-0.7	0.2	-1.0	3	1.2	1
Cc1nc2nc(CSc3ccc(Cl)cc3)cc(=O)n2[nH]1	-1.4	3	-1	0.1	4	-0.5	-1.1	2.2	0	1.5	11
O=C(N/N=C/c1ccc2cccnc2c1)c1ccco1	-0.5	-4	5	5.0*	0	2.9	3.3	0.8	-2	12*	2
C=CCN(C(=O)Nc1ccccc1)C1CC(=O)N(c2ccc(OC)cc2)C1=O (centres undefined)	-0.9	1	-2	0.1	-5	-0.9	-0.8	-0.7	1	5.3	-1
Cc1cccc(OCC(=O)Nc2nc3ccc([N+](=O)[O-])cc3s2)c1C	-0.1	5	0	0.3	1	0.8	-0.7	-0.5	8	-0.3	-9
CC(C(=O)Nc1ccccc1)N(C)CCOc1ccccc1 (centres undefined)	-1.3	5	-1	-0.5	2	0.9	-2.4	0.7	1	1.0	-3
CC(C)=CC(=O)Nc1nc2ccc([N+](=O)[O-])cc2s1	-0.7	29	1	0.5	1	1.6	1.7	0.1	-1	13*	9
CC(=O)c1ccc2c3c(cccc13)C(=O)N(c1c(C)nn(C)c1C)C2=O	-1.3	-2	1	-0.7	6	1.4	-1.2	-0.5	2	-2.9	-1
Fc1ccccc1Cn1nnc2c(NCCc3ccccn3)ncnc21	-1.0	-2	-1	-0.2	-4	1.3	-2.3	-0.1	2	2.3	-1
COc1ccc(NC(=O)c2cc(CN3C(=O)c4ccccc4C3=O)ccc2OC)cn1	-1.0	0	0	0.2	1	-2.6	-1.3	-1.1	7	2.0	0
CCCn1nnnc1NC(=O)COc1ccc(Cl)cc1C	-0.9	1	-1	-0.7	-1	-3.3	-2.0	-0.2	0	-1.3	-5
CNC(=S)N(Cc1ccccc1)Cc1cccnc1	-1.4	5	1	0.0	2	-0.2	1.4	1.9	-3	-2.7	-3
O=C(O)Cn1cc(/C=C/[N+](=O)[O-])c2ccccc21	0.9*	0	3	0.8	-1	-0.6	3.9	-0.7	3	3.5	-1
CCCc1nc(SCC(=O)Nc2cc(C)on2)c2c(=O)n(C)c(=O)n(C)c2n1	-0.6	7	-1	0.1	-19	-0.9	-1.0	1.3	-6	1.8	14
COC[C@H]1CCCN1c1ccc2c(c1)O[C@H](COCc1ccccc1)CN([C@H](C)c1ccccc1)S2(=O)=O	-0.9	0	7	2.3	12	.	-2.2	.	3	0.8	2
CCOc1ccc2c(c1)-c1c(ssc1=S)C(C)(C)N2C(=O)c1ccco1	-2.0	-8	2	-2.2	11	-3.0	-4.1	-2.6	-2	-3.2	21*
CCOC(=O)c1ccc2[nH]c3ccccc3c2c1	-0.1	1	3	0.6	-118	2.6	3.2	8.0*	-11	11*	-32
NC(=O)C1CCN(S(=O)(=O)c2cccc(S(=O)(=O)N3CCCCC3)c2)CC1	-1.4	2	-1	-0.8	7	-1.2	-0.5	0.2	4	0.2	2
CN(c1ccccc1)S(=O)(=O)c1ccc2ccccc2c1	-2.0	-7	-3	-0.2	-2	-1.7	-1.2	2.6	-1	-0.8	-2
Cc1cc(Cl)ccc1OCC(=O)NNC(=O)c1cccs1	-1.4	0	5	-0.7	5	0.1	-2.1	0.4	-6	2.3	-10
Cc1cc(C(=O)OCC(=O)c2ccc(Cl)c([N+](=O)[O-])c2)c2cccc(C)c2n1	-0.4	8	-3	0.5	-6	0.3	1.9	0.4	3	-0.1	-4
COc1ccc(NC(=O)CSc2ncc(-c3ccc(F)cc3)n2Cc2ccco2)cc1	-1.7	-13	-6	-0.6	9	-5.4	-1.7	-0.7	-8	-3.1	-16
COC(=O)c1ccc(S(=O)(=O)NCc2ccccn2)n1C	-2.1	2	0	0.1	2	-1.5	0.6	3.8	2	-1.8	5

# The list goes on, starting with the last 5 of the part before.
Compound	ssDAF12 agonist	GC-A act	SMARCA2 activ	DAX1 inh-1	ADAM10 inh	FXN GAA850 act	hcDAF12 agonist	DAX1 inh-2	GC-B act	hgDAF12 agonist	HGIII-sPLA2 inh
CN(c1ccccc1)S(=O)(=O)c1ccc2ccccc2c1	-2.0	-7	-3	-0.2	-2	-1.7	-1.2	2.6	-1	-0.8	-2
Cc1cc(Cl)ccc1OCC(=O)NNC(=O)c1cccs1	-1.4	0	5	-0.7	5	0.1	-2.1	0.4	-6	2.3	-10
Cc1cc(C(=O)OCC(=O)c2ccc(Cl)c([N+](=O)[O-])c2)c2cccc(C)c2n1	-0.4	8	-3	0.5	-6	0.3	1.9	0.4	3	-0.1	-4
COc1ccc(NC(=O)CSc2ncc(-c3ccc(F)cc3)n2Cc2ccco2)cc1	-1.7	-13	-6	-0.6	9	-5.4	-1.7	-0.7	-8	-3.1	-16
COC(=O)c1ccc(S(=O)(=O)NCc2ccccn2)n1C	-2.1	2	0	0.1	2	-1.5	0.6	3.8	2	-1.8	5
COc1cc2nc(NCC3CCCO3)n3nc(-c4cccnc4)nc3c2cc1OC (centres undefined)	-1.0	10	0	-0.4	-2	-3.2	-1.3	0.1	15	0.1	2
CC(C)C[C@@]12C(=O)N(c3cccc(Cl)c3)C(=O)N1[C@H](c1ccc(Cl)cc1)[C@@H]1C(=O)N(C3CCCCC3)C(=O)[C@@H]12	-0.5	0	1	-0.5	-1	4.8	-0.8	1.4	2	1.0	-6
CC(C)COP(=O)(OCC(C)C)C(Nc1ccccc1)c1ccc2c(c1)OCO2 (centres undefined)	-1.4	-26	0	-0.5	5	-3.0	-1.1	1.2	-22	-0.6	-9
O=C(NCC1CCCO1)C1CC(=O)N(c2cccc(Cl)c2)C1 (centres undefined)	-1.1	1	0	0.0	8	0.0	-0.4	-1.3	4	-0.1	-1
OC(COCc1ccc(Cl)cc1)CN1CCN(c2ccccn2)CC1 (centres undefined)	-0.4	1	-3	-0.3	0	-1.7	1.7	-1.0	2	-1.1	-10
O=C(CCc1nc(-c2ccc(Cl)cc2)no1)NC1CCCCC1	-0.7	2	0	0.8	-4	1.5	-1.5	0.4	0	-1.4	0
COC(=O)C[C@H](NC(=O)Cn1cnc2c(NCc3ccccc3)ncnc21)C(=O)OC	-1.6	-1	-2	-2.0	-1	1.0	-2.3	0.9	-5	1.8	15
O=C(NCCN1CCCCC1)c1cccc2c1C(=O)c1ccc(N3CCCC3)cc1S2(=O)=O	-1.1	1	1	0.2	1	-1.1	1.2	-0.4	-4	-0.8	-2
CSc1cccc(NC(=O)CSc2nc3ccccc3o2)c1	-0.2	-2	5	-0.8	3	5.4	2.5	1.4	-8	2.5	-9
COc1cccc(CNC(=O)c2cccc(NC3=NC4CS(=O)(=O)CC4S3)c2)c1 (centres undefined)	-1.2	2	-1	0.9	-4	0.6	-1.2	1.8	-4	-3.3	-1
CCn1c(SCC(=O)NCc2cccs2)nc2c1c(=O)n(C)c(=O)n2C	-0.9	4	-3	0.4	-5	0.1	-1.4	-0.3	-1	-0.3	7
COc1cc(NC(=O)c2sc3nc(C)nc(N4CCOCC4)c3c2C)cc(OC)c1OC	-1.4	2	2	-2.1	9	-1.2	-3.9	0.1	6	-3.7	-1
N=C1C(c2ccccc2)=C(O)CN1CCCO	-1.0	-1	0	0.2	-9	-0.2	-2.3	1.2	1	-0.1	2
CCOc1ccc(C2=Nn3c(nnc3-c3ccccn3)SC2)cc1	-1.0	-8	2	-0.8	-8	0.6	-1.2	0.6	-1	0.9	0
CCN(CC)CCN1C(=O)Cn2c(C)c(C)c3cccc1c32	-1.4&-1.3	-5&-5	1&-1	-0.6&0.6	-3&-3	-1.3&6.2	-3.0&1.5	0.4&-1.8	4&-7	-2.9&0.6	-2&6
O=C(C1CCCO1)N(c1ccc(F)cc1)C1C=CS(=O)(=O)C1 (centres undefined)	-1.0	-1	-2	-0.7	-11	-0.9	-1.1	2.5	-3	6.5	4
COc1ccc(CN(C)CC(=O)NC(=O)Nc2ccccc2F)cc1	0.1	0	-2	0.4	-4	0.8	-0.7	0.9	1	1.4	-3
Cc1ccc(C)c(OCC(=O)NCC(c2ccco2)N2CCCCC2)c1 (centres undefined)	-1.8	1	3	-1.4	-3	2.7	-0.2	1.1	1	1.8	-12
CCCN(C(=O)c1ccc(OCC(C)C)cc1)c1c(N)n(Cc2ccccc2)c(=O)[nH]c1=O	-1.5	0	-3	2.2	7	2.1	-1.6	-0.2	2	0.4	-14
CC(=O)N1CCc2cc(Br)c(S(=O)(=O)NCc3ccc(Cl)cc3)cc21	-1.7	-1	-5	-0.6	-8	.	-1.3	.	-2	-1.9	2
COC(=O)CCCC1=CC2=CC(=O)C(C)(OC(=O)c3cccs3)C(=O)C2=CN1c1ccc(OC)cc1 (centres undefined)	-0.8	-2	0	0.0	4	2.7	1.2	0.7	4	2.2	-4
COc1cc(OC)cc(C(=O)N[C@H](C(=O)OCC(N)=O)C(C)C)c1	-0.8	1	1	-0.1	-76	1.5	0.3	1.8	4	1.5	6
COc1ccc(C(=O)Nc2cccc3c2C(=O)NC3=O)cc1S(=O)(=O)N1CCOCC1	-0.6	20	1	0.1	-26	-1.9	-0.5	-0.1	9	3.6	-8
CCN(CC)CCOC(=O)c1ccc(NC(=O)C2(c3ccccc3)CCCC2)cc1	-0.6	-3	0	0.1	1	-1.8	-1.2	0.3	-3	3.5	-21
CNc1nc(-c2ccccc2)cc(C)c1S(C)(=O)=O	-1.3	1	-3	0.9	i	4.9	0.8	-0.2	2	1.8	4
CC(C)(C)c1ccc(C(=O)NCc2nnc(SCC(=O)N3CCCC3)o2)cc1	-0.5	0	-3	0.1	-3	-2.8	3.0	1.1	11	0.5	1
COc1ccc(C(=O)Nc2ccc(NC(C)=O)cc2)cc1S(=O)(=O)N(C)Cc1ccccc1	-1.2	-4	-2	-0.1	-6	-0.4	-1.6	-0.4	-1	0.7	-1
O=C(Nc1nnc(SCc2ccccn2)s1)C1CC(=O)N(c2ccccc2)C1 (centres undefined)	-1.0	-4	-1	-0.6	2	-1.9	-1.6	6.5*	1	2.3	-8
COCCNC(=O)Cn1nc(-c2ccccc2OC)ccc1=O	-0.6	2	-2	-0.3	-8	-0.2	-1.8	1.2	0	-2.7	9

# Screens: PubChem BioAssay, several laboratories
